Bcl-B displacement = displacers of TR3 peptide from Bcl-B, primary screen, selectivity assay for Bfl-1 inhibitor project, biochemical, fluorescence polarization | FP displacement of FITC-TR3 peptide from Bcl-B; higher % means a stronger effect | one-dose displacement, % at 20 µM; IC50 in µM for titrated hits | hit rate 0.11% among 96,000 | AID 748;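 active = displacement above 50% at 20 µM plus a fluorescence interference ratio under 1.5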;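 note: plate controls were wells without compound for no effect and wells lacking Bcl-B protein for full effect; a part of the inactive calls stands beside numbers as strong as those of hits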
MRP resist rev = reverses drug resistance mediated by MRP; AID 602; differential viability (reversal), % at 10 µM; hit rate 0.04% among 85,000; H69AR cells + 2 uM doxorubicin, CellTiter-Glo, 72 h;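 active = viability drop by adding the cancer drug above about 55%, with treated viability meeting a 40% cutoff, limit read from the data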;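 note: viability without doxorubicin minus viability with 2 µM doxorubicin for each compound; larger differential means the compound sensitizes cells more to doxorubicin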
PLAP inhibitors HTS = inhibition of human placental alkaline phosphatase – biochemical, luminescence, HTS (AID 690). purified PLAP, luminescent substrate; higher % means a stronger effect. inhibition, % at 20 µM; hits with a dose series show IC50 in µM. hit rate 0.08% among 96,000; in the data active = a potency from the dose series; inactive = the rest, 99 in 100 with inhibition below about 30%; note: strong numbers were not always called active
NFkB transloc inh = blocks IL-1B driven NFkB nuclear translocation in HUVEC cells. HUVEC IL-1B NFkB p65 nuclear translocation imaging. inhibition, % at 2 µM. hit rate 0.43% among 94,000;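 active = inhibition above about 30% together with a positive call from visual inspection of the well image, limit read from the data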;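 note: nuclear over cytoplasmic p65 intensity ratio measured by imaging; 0% = IL-1B stimulated DMSO wells and 100% = unstimulated DMSO wells; values of inactives mirror those of a sister screen read the other way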
NFkB transloc pot = enhances IL-1B driven NFkB nuclear translocation; HUVEC IL-1B NFkB p65 nuclear translocation imaging; activation, % at 2 µM; hit rate 0.3% among 94,000; AID 819;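 active = activation above 40%, about the mean plus 3 SD, also judged a hit on visual image review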;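 note: percent activation is computed from the nuclear over cytoplasmic p65 intensity ratio; values of inactives mirror those of a sister screen read the other way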
MRP resist rev cytotoxicity = second read-out of MRP resist rev, no call of its own (marks repeat the call); viability, %; H69AR cells, CellTiter-Glo, 72 h; measured here: cytotoxicity without doxorubicin
MRP resist rev with doxorubicin = second read-out of MRP resist rev, no call of its own (marks repeat the call); viability, %; measured here: viability with 2 uM doxorubicin; hits give low values
NFkB transloc inh cell count 2 µM = recorded beside NFkB transloc inh, whose call it bears; cell count; measured here: cells passing quality filter;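 raw number of nuclei counted in each imaged well without normalization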
NFkB transloc pot cell count 2 µM = recorded beside NFkB transloc pot, whose call it bears; cell count; measured here: cells passing quality filter
The depositor's hits bear a star; . = not tested or not shown.

SMILES	Bcl-B displacement	MRP resist rev	MRP resist rev cytotoxicity	MRP resist rev with doxorubicin	PLAP inhibitors HTS	NFkB transloc inh	NFkB transloc inh cell count 2 µM	NFkB transloc pot	NFkB transloc pot cell count 2 µM
COc1ccccc1C1C(C#N)=C(N)N(c2cccnc2)C2=C1C(=O)CC(C)(C)C2 (stereo not drawn)	.	36	62	26	.	-6	116	6	116
COC(=O)c1ccc(/C=N\NC(=O)c2ccc(C)cc2Cl)cc1	-9%	.	.	.	10%	-5	157	5	157
COc1ccc(N2C(=O)C3CCCN3C2c2cccc(C)c2)cc1 (stereo not drawn)	-8%	6	94	88	11%	-24	184	24	184
COc1ccc(C2C(C(=O)Nc3cccnc3)=C(C)Nc3nc(-c4cccs4)nn32)cc1 (stereo not drawn)	.	7	98	91	.	-3	165	3	165
COCCNC(=O)CN(c1cc(Cl)ccc1OC)S(C)(=O)=O	3%	.	.	.	-4%	-21	94	21	94
C/C(CC(=O)Nc1cc(C)ccn1)=N\NC(=O)COc1cccc(C)c1	-6%	.	.	.	-13%	-8	124	8	124
CCC(C)NC(=O)C1c2ccccc2C(=O)N1Cc1ccccc1OC (stereo not drawn)	0%	4	92	87	-45%	.	.	.	.
Cc1ccc(OCc2nnc(SCC(=O)c3ccccc3)n2Cc2ccco2)cc1	-110%	.	.	.	-43%	-11	138	11	138
CN(C)c1nc(SCC#N)nc(N(C)C)n1	.	.	.	.	.	3	168	-3	168
CC(C)(C)c1ccc(-c2nnc(SCC(=O)c3ccc4c(c3)OCCO4)o2)cc1	1%	13	92	79	-15%	8	184	-8	184
COc1cccc(N2C(=O)Nc3ccccc3C2(O)C(=O)NCc2ccc3c(c2)OCO3)c1 (stereo not drawn)	-2%	19	103	84	-53%	.	.	.	.
CCCc1cc(=O)[nH]c(Nc2ccc(OC)c(Cl)c2)n1	-3%	-4	54	58	1%	-31	137	31	137
CCCN1C2CCCC1CC(NC(=O)C1CCCCC1)C2 (stereo not drawn)	.	-2	95	97	.	-8	114	8	114
CC(C(=O)NC(=O)NC1CCCCC1)N1CCN(C(c2ccccc2)c2ccccc2)CC1 (stereo not drawn)	-18%	.	.	.	-82%	-2	161	2	161
CC1CN(C(=O)c2ccc(C(=O)c3ccccc3)cc2)CC(C)O1 (stereo not drawn)	-6%	6	99	93	-51%	-14	155	14	155
CO/N=C(\Cn1ncc(NC2CCCCC2)c(Br)c1=O)c1ccc(Cl)cc1	-3%	22	57	35	-13%	-5	82	5	82
O=C(OCC(=O)N1CCN(C(=O)c2ccco2)CC1)c1cc(-c2ccc(Cl)c(Cl)c2Cl)nc2ccccc12	-58%	-1	1	2	-59%	-19	159	19	159
CCN(CCCNC(=O)c1c(C)cc(=O)oc1C)c1ccccc1	0%	19	85	66	-70%	-4	58	4	58
Cc1cc(C)n(Cc2ccc(NC(=O)c3c([N+](=O)[O-])c(C)nn3C)cc2)n1	2%	.	.	.	-40%	0	172	0	172
CSC1=N/C(=C\c2ccccc2)C(=O)N1C	-1%	.	.	.	16%	-2	178	2	178
CCOC(=O)C1=C(CSc2nc(-c3ccccc3)ccc2C#N)OC(N)=C(C#N)C1c1cccnc1 (stereo not drawn)	-31%	-2	79	81	-29%	10	134	-10	134
COc1ccc(NC(=O)CN2CCN(CC(=O)Nc3cc(OC)cc(OC)c3)CC2)cc1	2%	-9	79	88	-64%	.	.	.	.
COc1ccc(CN2CCCCC2C)cc1C (stereo not drawn)	-20%	-2	89	91	-6%	0	169	0	169
O=C1c2ccccc2OC2(C=Cc3ccccc3O2)N1Cc1ccccc1 (stereo not drawn)	4%	-50	12	62	14%	-18	185	18	185
C=CCn1c(SCC(=O)c2c(N)n(CCC)c(=O)n(C)c2=O)nc2sc(CC)cc2c1=O	-6%	-1	8	9	15%	-20	43	20	43
COc1ccc([N+](=O)[O-])cc1NC(=S)NC(NC(=O)Cc1ccc(OC)c(OC)c1)C(Cl)(Cl)Cl (stereo not drawn)	-5%	.	.	.	11%	-20	196	20	196
S=C1N(c2ccccc2)C(c2cccc3ccccc23)N2CCCN12 (stereo not drawn)	-3%	21	101	80	6%	-22	42	22	42
O=C(C1COc2ccccc2O1)N1CCN(c2ccc(F)cc2)CC1 (stereo not drawn)	6%	23	96	73	-50%	-8	100	8	100
COC(=O)Cn1c(CCS(=O)(=O)c2ccc(C)c(C)c2)nc2ccccc21	-1%	-2	80	82	14%	.	.	.	.
O=C(NCCSCc1ccccc1)c1ccc(Cl)c(S(=O)(=O)N2CCOCC2)c1	.	-6	73	78	.	-33	116	33	116
OC(CN1CCCCC1)Cn1c(C(F)(F)F)nc2ccccc21 (stereo not drawn)	-4%	8	90	82	-1%	5	135	-5	135
Cc1ccc(CNC(=O)CCCNC(=O)c2ccc(Cl)cc2)n1C	0%	14	96	81	-72%	4	83	-4	83
Cc1cccc(OCC(=O)Nc2nnn(C)n2)c1C	.	6	105	99	.	6	122	-6	122
COc1cccc(-c2cc(C(=O)N3CCc4ccccc4C3)no2)c1	-1%	13	99	86	-19%	2	97	-2	97
CCCC(=O)N1CCN(c2ccc([N+](=O)[O-])c(NC(C)c3ccccc3)c2)CC1 (stereo not drawn)	2%	.	.	.	-23%	1	103	-1	103
COc1ccc(C(=O)Nc2cc(Cl)ccc2Cl)c(OC)n1	-9%	-1	82	83	13%	.	.	.	.
COC(=O)Cn1c(CN2CCOCC2)nc2c1c(=O)[nH]c(=O)n2C	-2%	-3	84	87	-14%	.	.	.	.
COc1ccc(S(=O)(=O)N2CCN(c3cc(-c4ccccc4)nc4ncnn34)CC2)cc1	-12%	33	62	29	17%	1	95	-1	95
CN1CC[n+]2cnc3ccccc3c21	-4%	-5	97	102	-1%	0	165	0	165
O=C1NCC(O)=C1C=NCCO	-1%	.	.	.	-21%	-15	117	15	117
COc1ccccc1/C=C/C(=O)OC(C)CN1CCOCC1 (stereo not drawn)	6%	.	.	.	-15%	8	108	-7	108
CCn1c(CNC(=O)COc2ccc(C(C)C)cc2)nnc1SCC(=O)NC1CCCCC1C (stereo not drawn)	.	-7	82	89	.	1	112	-1	112
CCOC(=O)CSc1nc2ccccc2n1CC(=O)NC(C)(C)C	-3%	1	102	102	-6%	2	104	-2	104
N#Cc1ccc(COC(=O)CSc2nnc(C3CCCCC3)n2N)cc1	-6%	-8	78	86	6%	10	133	-10	133
CN(C)CCNc1oc(COc2cccc(Cl)c2)nc1C#N	-4%	5	92	88	-15%	2	112	-2	112
Cc1cc(=O)n2[nH]c(SCc3ccccc3)nc2n1	1%	8	96	88	22%	-23	154	23	154
O=C(O)c1cc2c(s1)CCCC2	-10%	-8	86	94	-17%	-5	169	5	169
COc1cnc(-c2ccccn2)nc1Oc1cccc(Cl)c1	8%	.	.	.	-3%	.	.	.	.
Brc1ccc(-c2csc(NNC3=NCCCCC3)n2)cc1	-16%	-3	41	45	-30%	6	124	-6	124
COc1ccc(S(=O)(=O)NC(C)C(=O)O)cc1 (stereo not drawn)	1%	3	102	99	1%	20	96	-20	96
Following part.
SMILES	Bcl-B displacement	MRP resist rev	MRP resist rev cytotoxicity	MRP resist rev with doxorubicin	PLAP inhibitors HTS	NFkB transloc inh	NFkB transloc inh cell count 2 µM	NFkB transloc pot	NFkB transloc pot cell count 2 µM
COc1ccc(-c2nc3oc4cc(OC)ccc4c(=O)c3c(=O)n2Cc2ccco2)cc1	-3%	-2	4	6	-13%	-29	95	29	95
C=CCn1c(SCC(=O)Nc2c(C)n(C)n(-c3ccccc3)c2=O)nc2sc(C)c(-c3ccccc3)c2c1=O	-10%	-3	61	64	-46%	-13	68	13	68
COc1ccc(C(=O)OCn2nnc3ccccc3c2=O)cc1OC	8%	-7	82	89	1%	1	172	-1	172
CCOC(=O)N1CCC(NC(=O)c2ccc3c(c2)sc2nc(-c4ccccc4)cn23)CC1	-2%	.	.	.	-43%	8	101	-8	101
O=c1[nH]c2sc3c(c2c2nncn12)CCCC3	.	0	83	83	.	-32	169	32	169
COc1ccc(-c2ccc(-c3nnn(CC(C)=O)n3)cc2)cc1	-2%	-13	70	83	6%	-18	152	18	152
CCOC(=O)c1ccc(NS(=O)(=O)c2ccc(SC)cc2)cc1	-12%	10	93	83	21%	-22	144	22	144
COc1ccc(/C=N/OCC(=O)N2CC3(C)CC2CC(C)(C)C3)cc1 (stereo not drawn)	-4%	.	.	.	-15%	-1	156	1	156
CC(=O)Nc1ccc(S(=O)(=O)NCC2CCC(C(=O)NCCC3=CCCCC3)CC2)cc1 (stereo not drawn)	0%	9	102	94	6%	-20	195	20	195
CS(=O)(=O)N(Cc1ccccc1)c1ccc(C(=O)Nc2ccc3c(c2)OCO3)cc1	-4%	12	91	79	-2%	-14	201	14	201
CCCc1cc(C(=O)Cc2ccc(F)cc2)c(O)cc1O	-4%	-10	15	26	-36%	-38	129	38	129
CCNc1nc(NC(C)C)nc(N(C#N)CCOc2ccc(Cl)cc2Cl)n1	-7%	-10	22	31	-19%	-24	155	24	155
N=c1sccn1CC(=O)Nc1ccc2c(c1)CCC2	4%	-1	91	92	20%	-22	159	22	159
O=C(c1ccccc1)c1ccccc1N/C=C/c1nnnn1-c1ccccc1	-1%	.	.	.	-2%	5	146	-5	146
CC(=O)n1cc(C2C(=O)CC(C)(C)CC2=O)c2ccccc21	-9%	-5	95	100	-10%	-2	115	2	115
O=C(C1CC1)N1CCc2cc(S(=O)(=O)N(CCO)Cc3ccccc3)ccc21	.	3	77	74	.	-10	91	10	91
O=C(COc1ccccc1)N1CCN(c2nnc(-c3ccccc3)c3ccccc23)CC1	-19%	28	57	29	-24%	-4	59	4	59
CCN(CC)S(=O)(=O)c1cccc(C(=O)Nc2cccnc2)c1	-6%	1	79	79	-12%	12	140	-12	140
O=C(Nc1ccc(NC(=O)C2CC2)nc1)c1cccc(F)c1	-6%	-14	77	91	1%	-3	75	3	75
COc1cc(C(C(=O)NC(C)(C)C)N(Cc2ccc3c(c2)OCO3)C(=O)c2cnccn2)cc(OC)c1OC (stereo not drawn)	0%	14	97	83	-38%	6	153	-14	55

5 structures from above, ordered by molecular weight, lowest first.
SMILES	Bcl-B displacement	MRP resist rev	MRP resist rev cytotoxicity	MRP resist rev with doxorubicin	PLAP inhibitors HTS	NFkB transloc inh	NFkB transloc inh cell count 2 µM	NFkB transloc pot	NFkB transloc pot cell count 2 µM
N=c1sccn1CC(=O)Nc1ccc2c(c1)CCC2	4%	-1	91	92	20%	-22	159	22	159
CCCc1cc(C(=O)Cc2ccc(F)cc2)c(O)cc1O	-4%	-10	15	26	-36%	-38	129	38	129
O=C(Nc1ccc(NC(=O)C2CC2)nc1)c1cccc(F)c1	-6%	-14	77	91	1%	-3	75	3	75
CCNc1nc(NC(C)C)nc(N(C#N)CCOc2ccc(Cl)cc2Cl)n1	-7%	-10	22	31	-19%	-24	155	24	155
O=C(COc1ccccc1)N1CCN(c2nnc(-c3ccccc3)c3ccccc23)CC1	-19%	28	57	29	-24%	-4	59	4	59

Additional entries.
SMILES	Bcl-B displacement	MRP resist rev	MRP resist rev cytotoxicity	MRP resist rev with doxorubicin	PLAP inhibitors HTS	NFkB transloc inh	NFkB transloc inh cell count 2 µM	NFkB transloc pot	NFkB transloc pot cell count 2 µM
COc1ccc(-c2cc(-c3cc(OC)ccc3O)[nH]n2)cc1	-3%	-24	28	52	-130%	-11	125	11	125
Cc1ccccc1N1C(=O)C2C3C=CC(C2C1=O)N(C)C3=O (stereo not drawn)	.	2	99	98	.	2	137	-2	137
Cc1ccc(Cn2cnc3sc4c(c3c2=O)CCC4)c(C)c1	.	6	95	89	.	14	76	-14	76
COc1ccc(Cc2c(O)nc[nH]c2=O)cc1	-20%	.	.	.	1%	-2	202	2	202
CC(NC(=O)CCl)c1ccc(Cl)c(Cl)c1 (stereo not drawn)	-6%	.	.	.	18%	-9	181	9	181
CCN(CCCNC(=O)C1CCC(=O)N1Cc1ccccc1Cl)c1cccc(C)c1 (stereo not drawn)	-8%	1	88	87	-56%	2	177	-1	177
O=C1C(=O)N(CCN2CCCCC2)c2ccccc21	.	20	103	83	.	16	116	-16	116
CCc1cccc(NC(=O)C2CCN(S(=O)(=O)c3cccs3)CC2)c1	0%	24	96	72	29%	-6	55	7	55
CC1CN(C(=O)c2cc3cc(Cl)cc(Cl)c3oc2=O)CC(C)O1 (stereo not drawn)	.	-2	99	101	.	9	126	-9	126

Source: PubChem (several laboratories)

These rows are one share of the data; the hit share may differ from the screen's.
